# Compound activity (PubChem BioAssay)
# CCR6 antagonist: antagonists of human CCR6 receptor; CHO-K1 CCR6 PathHunter beta-arrestin, luminescence, CCL20-stimulated; inhibition, % at 20 µM; actives 0.49% (n = 340,000);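 active = compounds whose inhibition of the agonist-driven luminescence signal at 20 µM reaches about 50%, limit read from the data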;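 note: cells stimulated with CCL20 at 14 nM final; plate controls were DMSO with CCL20 for no effect and DMSO without agonist for full effect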
# EBI2 block: EBI2 (human) antagonism; P32249; EBI2 beta-arrestin recruitment, luminescence, 7a,25-OHC stimulated; inhibition, % at 5 µM; actives 0.81% (n = 360,000); in the data active = inhibition above about 38%;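 note: enzyme fragment complementation signal reports receptor beta-arrestin coupling in cells; 0% = agonist plus DMSO wells and 100% = wells without agonist; some results beyond the cut were filed as inactive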
# Target sequence (P32249 whole entry, looked up, the tested form may be a part): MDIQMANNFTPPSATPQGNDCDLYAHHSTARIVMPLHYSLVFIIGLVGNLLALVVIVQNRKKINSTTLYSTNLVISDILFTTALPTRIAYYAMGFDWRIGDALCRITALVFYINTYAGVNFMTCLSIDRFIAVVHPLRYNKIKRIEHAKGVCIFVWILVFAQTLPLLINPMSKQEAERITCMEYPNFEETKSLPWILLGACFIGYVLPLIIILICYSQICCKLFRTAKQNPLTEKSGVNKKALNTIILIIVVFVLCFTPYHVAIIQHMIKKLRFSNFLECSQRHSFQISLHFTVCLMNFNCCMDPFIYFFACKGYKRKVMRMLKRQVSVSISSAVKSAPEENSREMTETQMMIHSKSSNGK
# Gli-Sufu block: Gli-Sufu pathway antagonism; Sufu-KO-LIGHT fibroblasts, Gli luciferase reporter luminescence; inhibition, % at 5 µM; actives 0.74% (n = 340,000);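 active = inhibition above about 55%, limit read from the data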;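 note: 0% = DMSO-treated cells and 100% = wells with medium but no cells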
# APJ antag: APJ receptor antagonism | P35414 | CHO-K1 APJ beta-arrestin complementation, luminescence | inhibition, % at 20 µM | actives 0.32% (n = 330,000);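 active = inhibition above about 40% at 20 µM, limit read from the data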;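 note: cells challenged with 10 nM apelin-13 agonist together with compound; plate controls were apelin-13 plus DMSO wells for no effect and DMSO wells lacking apelin-13 for full effect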
# Jurkat NFkB inh: inhibitors of the PMA/ionomycin-induced NF-kB reporter in Jurkat cells; actives 0.53% (n = 330,000); PMA/ionomycin-induced NF-kB luciferase reporter, luminescence; inhibition, % at 4 µM; in the data active = inhibition above about 50%
# CXCR6 block: blocks human CXCR6 beta-arrestin recruitment; inhibition, % at 20 µM; CHO-K1 PathHunter CXCR6 beta-arrestin, luminescence; O00574; AID 602244; actives 0.36% (n = 360,000); in the data active = inhibition above about 34%, passing the limit was not always enough;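 note: antagonist mode with CXCL16 agonist at 10 nM final; 0% = 10 nM CXCL16 with DMSO and 100% = unstimulated wells without agonist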
# Target sequence (O00574 whole entry, looked up): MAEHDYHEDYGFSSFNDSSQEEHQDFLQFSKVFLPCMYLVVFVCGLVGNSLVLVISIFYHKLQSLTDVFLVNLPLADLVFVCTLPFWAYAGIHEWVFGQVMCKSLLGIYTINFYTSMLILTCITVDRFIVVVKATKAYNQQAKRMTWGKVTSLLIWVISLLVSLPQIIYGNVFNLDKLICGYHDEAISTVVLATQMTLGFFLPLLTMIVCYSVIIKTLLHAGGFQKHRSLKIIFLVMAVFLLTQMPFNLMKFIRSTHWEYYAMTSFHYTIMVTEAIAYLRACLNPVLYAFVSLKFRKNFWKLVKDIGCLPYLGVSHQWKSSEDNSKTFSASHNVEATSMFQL
# UBC13 polyUb: blocks human UBC13 polyubiquitin chain formation | P61088 | TR-FRET | inhibition, % at 20 µM | actives 0.47% (n = 330,000) | AID 485273; in the data active = inhibition above about 45%, passing the limit was not always enough
# Target sequence (P61088 whole entry, looked up): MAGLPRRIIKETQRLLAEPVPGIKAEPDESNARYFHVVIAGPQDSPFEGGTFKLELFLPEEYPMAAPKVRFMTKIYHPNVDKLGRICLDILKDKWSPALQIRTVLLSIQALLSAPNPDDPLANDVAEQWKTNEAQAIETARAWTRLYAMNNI
# 697 NFkB inh: inhibitors of the PMA/ionomycin-induced NF-kB reporter in 697 B cells. 697 B-cell NF-kB luciferase reporter, 16 h. inhibition, % at 4 µM. actives 0.33% (n = 330,000); in the data active = inhibition above about 35%
# Active calls of the source: *; nt = no result given; & = joins results of further samples.
SMILES,CCR6 antagonist,EBI2 block,Gli-Sufu block,APJ antag,Jurkat NFkB inh,CXCR6 block,UBC13 polyUb,697 NFkB inh
CN(C)S(=O)(=O)c1cccc(NC(=O)COC(=O)c2c[nH]c(=O)[nH]c2=O)c1,2,3,0,6,-4,-1,-2,8
CCOC(=O)N1CCC(NC(=O)c2cc(S(=O)(=O)N3CCc4ccccc43)cn2C)CC1,10,-4,2,-5,6,-1,3,-19
COc1cccc(CNC(=O)CCC2CCCN(C(=O)C3=CC(=O)CC(C)(C)O3)C2)c1 (centres undefined),16,5,-1,-11,0,10,1,3
CC1CC(C)CN(C(=O)c2cccc(S(=O)(=O)NCc3ccccc3)c2)C1 (centres undefined),10,12,4,-2,2,-5,12,6
CCOC(=O)c1cnc(-n2nc(C)cc2C)nc1Oc1ccc(C#N)cc1,-10,-1,15,-10,8,5,-8,-19
CC(=O)c1cccc(NS(=O)(=O)N2CCOCC2)c1,-1,-8,3,17,6,0,0,10
CCOC(=O)c1nn(-c2ccc(C)c(C)c2)c(=O)c2c(N)scc12,13,4,2,-1,1,10,-3,18
COc1ccc(CCNC(=S)NCc2cccs2)cc1OC,-4,2,3,12,-15,2,4,-21
COc1ccc(CCNc2nnc(Sc3nnnn3-c3ccccc3)s2)cc1OC,-8,0,36,-2,77*,6,1,-130
CC(=O)OCC1OC(n2ncc(=O)n(Cc3ccccc3)c2=O)C(OC(C)=O)C1OC(C)=O (centres undefined),5,3,2,3,8,9,-3,1
Cn1c(-c2sc(=S)n(-c3ccccc3)c2N)nc2ccccc21,5,14,-5,30,-3,-4,10,-22
O=C(Nc1cccc(C(=O)N2CCOCC2)c1)c1ccccc1,1,-2,0,10,-16,1,0,6
COC(=O)Cc1ccc(NC(=S)N2CCCC(C)C2)cc1 (centres undefined),-2,-3,-26,7,-20,-14,-4,-31
O=C(Cn1cnc2ccccc2c1=O)Nc1ccc2c(c1)OCO2,6,-5,-30,2,-36,-14,-6,-41
O=C(Nc1ccc(CN2CCOCC2)cc1)c1ccc(-c2cc(Cl)ccc2Cl)o1,-18,26,10,-17,-11,-10,22,-14
COC(=O)c1cc2c(C)nn(-c3ccccc3)c2s1,-7,9,4,-2,-6,-6,3,-19
CCCN(C(=O)CN1C(=O)NC2(CCCCCC2)C1=O)C1CCS(=O)(=O)C1 (centres undefined),5,-2,-7,-10,-7,-3,-1,-15
COC(=O)c1ccc2nc(-c3ccc(S(C)(=O)=O)cc3)cn2c1,-19,-9,-29,-10,-43,-6,6,-46
Cc1cc(OCC(=O)NNC(=S)NC(=O)c2ccc(Br)o2)ccc1Cl,12,-1,-3,21,-16,3,-4,11
O=C(Nc1ccc(Oc2ccc(Br)cc2)cc1)C1=CC=CN2CCS(=O)(=O)N=C12,4,8,4,12,-4,-9,14,7
COc1ccc(NC(=S)N2CCC(NC(=O)c3ccccc3C)CC2)cc1,-1,-4,12,-14,3,-6,-4,-6
COc1ccccc1CNC(=O)CCS(=O)(=O)c1ccc2c(c1)CC(C)N2C(=O)C1CC1 (centres undefined),-10,-3,-10,-8,8,1,-13,8
CCOc1cc(/C=N/NC(=O)Cc2ccc(C(F)(F)F)cc2[N+](=O)[O-])ccc1O,0,5,7,7,6,0,-13,-1
Cc1cc(C)cc(N(C(C)C(=O)NCc2ccc3c(c2)OCO3)S(C)(=O)=O)c1 (centres undefined),4,-2,-9,-5,10,4,-3,16

# Quoted from the listing:
# Under CXCR6 block, COC(=O)c1ccc2nc(-c3ccc(S(C)(=O)=O)cc3)cn2c1 has the entry -6
# Under Gli-Sufu block, CCCN(C(=O)CN1C(=O)NC2(CCCCCC2)C1=O)C1CCS(=O)(=O)C1 (centres undefined) has the entry -7

# Further results follow:
SMILES,CCR6 antagonist,EBI2 block,Gli-Sufu block,APJ antag,Jurkat NFkB inh,CXCR6 block,UBC13 polyUb,697 NFkB inh
COc1cccc(C(=O)/C=C2\Sc3ccccc3N2C)c1,15,-2,-109,1,-116,1,-2,-117
COC(=O)c1ccc(NC(=O)c2cc3c(CO)cnc(C)c3oc2=Nc2cccc(C(N)=O)c2)cc1,10,12,7,5,-8,-3,1,4
CCOC(=O)C1(CCOC)CCN(Cc2ccc(C3CCCCO3)s2)CC1 (centres undefined),12,-11,21,-17,10,4,11,-7
COC(=O)C1(C(F)(F)F)N=C(N(C)C)OC(N(C)C)=N1,2,-14,5,6,2,7,0,0
Cc1cc(C)cc(NC(=O)COc2coc(CN3CCc4ccccc43)cc2=O)c1,18,-3,-4,15,8,5,4,16
CCOC(=O)CNC(=O)C1CCC(CNS(=O)(=O)c2cccc3nsnc23)CC1 (centres undefined),-1,3,-6,20,10,-6,-5,-15
Cc1ccc(S(=O)(=O)Nc2cccc3c2O[C@H](CN(C)Cc2ccc(-c4ccccc4)cc2)[C@@H](C)CN([C@H](C)CO)C3=O)cc1,2,4,-2,6,-2,12,-8,1
O=C(CSc1cccc[n+]1[O-])c1ccc(-c2ccccc2)cc1,9,7,-48,11,-49,0,-10,-71
CCOC(=O)Cc1csc(NC(=O)COc2ccc(N(C)S(=O)(=O)c3ccc(C)cc3)cc2)n1,7,0,8,11,0,1,8,6
NC(=O)c1ccc(NC(=O)c2cccc(Oc3ccccc3)c2)cc1,17,-5,-7,9,14,9,3,23
O=C(CSc1ccc(-c2ccc(F)cc2)nn1)Nc1ccc2c(c1)OCCO2,-7,-5,-3,-6,9,-2,11,-3
O=C(Nc1ccccn1)C1CCN(c2ncnc3c2nc2n3CCCCC2)CC1,18,-1,-10,8,18,2,22,-3
CCCCc1cc(=O)oc2cc(C)cc(OCC(=O)NCc3cccnc3)c12,-3,-1,3,11,13,9,12,18
COc1ccc(N2CCN(S(=O)(=O)CCNC(=O)Cc3ccc([N+](=O)[O-])cc3)CC2)cc1,-1,3,-2,-23,7,-5,-6,-7
NC(=O)c1cccc(CC(=O)c2ccccc2)c1,4,4,7,7,-5,-4,2,-19
O=C(NNc1ccnc2cc(Cl)ccc12)C1CCCCC1,-2,-12,77*,-23,69*,-7,-2,0
O=C(CSc1nc2ccccc2[nH]1)Nc1cccc(S(=O)(=O)N2CCOCC2)c1,11,-8,-2,-31,5,-4,13,-19
COc1cc(CCC(=O)OCC(=O)Nc2ccc(C)cc2Br)cc(OC)c1OC,4,3,-2,-17,5,7,6,-1
COc1cc(S(=O)(=O)N2CCN(C)CC2)ccc1Cl,-4,1,6,16,-6,8,2,12
O=C(CC(c1ccccc1)c1ccco1)N1CCCCC1 (centres undefined),nt,-10,nt,-16,-19,3,-1,20
CCC1(C)Cc2ccccc2-c2nc(SC)[nH]c(=O)c21 (centres undefined),7,7,-1,16,12,-8,11,12
COc1ccccc1/C=C(/C(=O)OCC(N)=O)c1ccccc1,16,7,-6,-5,7,1,-4,15
COc1cccc(C2=NOC(C(=O)Nc3c(C)n(C)n(-c4ccccc4)c3=O)C2)c1 (centres undefined),0,-5,-13,14,-6,-2,-17,-21
Cc1ccccc1OCC(O)Cn1c(=N)n(CCN2CCOCC2)c2ccccc21 (centres undefined),8&-3,-4&1,14&3,12&3,10&1,1&8,7&5,-9&-19
COc1ccc2oc(=O)c(C(=O)N3CCCC3)cc2c1,6,-6,4,-8,-8,2,10,13
CN(c1ccccc1)S(=O)(=O)c1ccc(C(=O)NCCc2ccccc2)cc1,1,9,-17,4,-20,11,4,7
COc1ccccc1N1CCN(C2CCCN(Cc3c(F)cccc3F)C2)CC1 (centres undefined),15,7,15,7,8,-4,-2,7
CCn1nnnc1SCC(=O)N1c2ccccc2CCc2ccccc21,11,-10,11,7,-4,5,7,16
CCOP(=O)(OCC)/C(C#N)=C/c1ccc([N+](=O)[O-])cc1,-22,-11,30,-44,11,-12,-8,3
COCCN(C(=S)Nc1c(C)cc(C)cc1C)C(C)c1cccnc1 (centres undefined),8,-9,7,-7,-10,-10,-8,-8
Cc1cccc(NC(=O)C2C(c3ccccc3)C2(Cl)Cl)c1 (centres undefined),-3,8,2,-14,2,5,-5,1
COc1ccc(NC(=O)CN2CCc3ccccc3C2)cc1,14,5,-11,nt,nt,6,nt,nt
Cc1cc2c3c(ccc(C)c3n1)N=CN2c1ccccc1,-6,-6,-3,13,11,-2,8,-9
COc1cccc(C2C(C#N)=C(N)Oc3cc(C)n(Cc4ccco4)c(=O)c32)c1 (centres undefined),6,-6,2,9,7,-13,2,23
O=C(Nn1c(O)c(C=C2N=c3ccccc3=N2)sc1=S)c1ccccc1Cl,10,-7,7,4,4,6,-41,-19
CCc1ccc(N=c2c([N+](=O)[O-])nn(-c3ccc4c(c3)OCCO4)n2O)cc1,-3,-9,-5,4,-4,-11,-27,-13
COc1ccc(C(=O)NCCNC(C)=O)cc1S(=O)(=O)NCc1ccc(Cl)cc1,9,-6,0,-1,0,9,-10,-10
CCN(CC)CCSc1nnc2c3cc(F)ccc3n(Cc3ccccc3)c2n1,8,56*,13,4,-10,6,4,1
COc1cccc(CSc2nnc(-c3ccncc3)n2N)c1,14,0,21,3,0,-3,9,2
O=C1N2c3ccccc3CCc3cccc(c32)C1(O)C(F)(F)F (centres undefined),22,2,-2,2,-13,0,3,-6
CC(OC(=O)CCCN=C1NS(=O)(=O)c2ccccc21)C(=O)Nc1ccc(F)c(F)c1F (centres undefined),-6,-3,-1,14,-2,-7,0,10
N#CCSc1nc2ccccc2c(=O)n1CCC(=O)NCCc1ccccc1,-6,8,0,-3,0,2,5,3

# Structural class, the compounds so far containing a halogen.
SMILES,CCR6 antagonist,EBI2 block,Gli-Sufu block,APJ antag,Jurkat NFkB inh,CXCR6 block,UBC13 polyUb,697 NFkB inh
O=C(Nc1ccc(CN2CCOCC2)cc1)c1ccc(-c2cc(Cl)ccc2Cl)o1,-18,26,10,-17,-11,-10,22,-14
Cc1cc(OCC(=O)NNC(=S)NC(=O)c2ccc(Br)o2)ccc1Cl,12,-1,-3,21,-16,3,-4,11
O=C(Nc1ccc(Oc2ccc(Br)cc2)cc1)C1=CC=CN2CCS(=O)(=O)N=C12,4,8,4,12,-4,-9,14,7
CCOc1cc(/C=N/NC(=O)Cc2ccc(C(F)(F)F)cc2[N+](=O)[O-])ccc1O,0,5,7,7,6,0,-13,-1
COC(=O)C1(C(F)(F)F)N=C(N(C)C)OC(N(C)C)=N1,2,-14,5,6,2,7,0,0
O=C(CSc1ccc(-c2ccc(F)cc2)nn1)Nc1ccc2c(c1)OCCO2,-7,-5,-3,-6,9,-2,11,-3
O=C(NNc1ccnc2cc(Cl)ccc12)C1CCCCC1,-2,-12,77*,-23,69*,-7,-2,0
COc1cc(CCC(=O)OCC(=O)Nc2ccc(C)cc2Br)cc(OC)c1OC,4,3,-2,-17,5,7,6,-1
COc1cc(S(=O)(=O)N2CCN(C)CC2)ccc1Cl,-4,1,6,16,-6,8,2,12
COc1ccccc1N1CCN(C2CCCN(Cc3c(F)cccc3F)C2)CC1 (centres undefined),15,7,15,7,8,-4,-2,7
Cc1cccc(NC(=O)C2C(c3ccccc3)C2(Cl)Cl)c1 (centres undefined),-3,8,2,-14,2,5,-5,1
O=C(Nn1c(O)c(C=C2N=c3ccccc3=N2)sc1=S)c1ccccc1Cl,10,-7,7,4,4,6,-41,-19
COc1ccc(C(=O)NCCNC(C)=O)cc1S(=O)(=O)NCc1ccc(Cl)cc1,9,-6,0,-1,0,9,-10,-10
CCN(CC)CCSc1nnc2c3cc(F)ccc3n(Cc3ccccc3)c2n1,8,56*,13,4,-10,6,4,1
O=C1N2c3ccccc3CCc3cccc(c32)C1(O)C(F)(F)F (centres undefined),22,2,-2,2,-13,0,3,-6
CC(OC(=O)CCCN=C1NS(=O)(=O)c2ccccc21)C(=O)Nc1ccc(F)c(F)c1F (centres undefined),-6,-3,-1,14,-2,-7,0,10
